High-throughput results as filed in PubChem.
TDP1 cell CPT: DT40-hTDP1 cell growth loss with CPT. chicken DT40 Tdp1-/-;hTDP1 cells + 20 nM CPT, ATP luminescence, 48 h. hit rate 12% among 420,000. AID 686979. Potency, µM (top dose mostly 46.2 µM), for the others: at the top dose activity change, negative = growth inhibition, actives largely listed as inhibitors; further: nearly all actives have a fitted effect of over 55% in size
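Chicken DT40 Tdp1-/- cells stably complemented with human TDP1 were seeded at 400 cells/well in medium containing 20 nM camptothecin, exposed to pin-transferred compounds, and grown at 37 °C for at least 48 hr. Viability was read as ATP luminescence.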
KAT2A inh: inhibitors of human GCN5L2 histone acetyltransferase. Q92830. GCN5L2 HAT assay, ThioGlo1 CoA-SH fluorescence. Potency, µM (series often up to 58.9 µM), for inactives: at the highest dose activity change, negative = inhibition, actives largely listed as inhibitors. hit rate 0.21% among 390,000. AID 504327
Target sequence (Q92830 whole entry, looked up): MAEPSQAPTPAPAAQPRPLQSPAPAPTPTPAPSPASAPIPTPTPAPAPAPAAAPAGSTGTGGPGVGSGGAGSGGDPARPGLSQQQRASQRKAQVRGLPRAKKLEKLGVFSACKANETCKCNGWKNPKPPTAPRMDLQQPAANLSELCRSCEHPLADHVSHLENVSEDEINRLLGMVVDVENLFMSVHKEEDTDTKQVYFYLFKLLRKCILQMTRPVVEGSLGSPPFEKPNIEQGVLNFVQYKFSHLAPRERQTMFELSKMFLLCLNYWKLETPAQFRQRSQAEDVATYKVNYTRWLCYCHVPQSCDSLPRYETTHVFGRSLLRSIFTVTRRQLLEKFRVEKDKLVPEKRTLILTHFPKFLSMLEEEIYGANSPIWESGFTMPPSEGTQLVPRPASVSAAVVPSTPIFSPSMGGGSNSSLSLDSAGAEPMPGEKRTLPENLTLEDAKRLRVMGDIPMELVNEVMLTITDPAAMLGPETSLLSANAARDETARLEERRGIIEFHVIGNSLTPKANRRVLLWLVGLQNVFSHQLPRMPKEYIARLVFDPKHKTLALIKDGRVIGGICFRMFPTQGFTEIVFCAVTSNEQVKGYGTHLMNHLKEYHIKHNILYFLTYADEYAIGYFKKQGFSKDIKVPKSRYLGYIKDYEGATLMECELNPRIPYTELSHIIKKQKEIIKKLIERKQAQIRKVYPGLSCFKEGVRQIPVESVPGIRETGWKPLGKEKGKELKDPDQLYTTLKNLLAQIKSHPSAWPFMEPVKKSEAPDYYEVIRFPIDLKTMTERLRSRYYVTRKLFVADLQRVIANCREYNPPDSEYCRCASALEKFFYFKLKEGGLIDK
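GCN5L2 (20nM final) in 50mM HEPES, 0.1mM EDTA pH 7.5, 0.01% Tween-20 was preincubated 15 min at room temperature with compound, then given ThioGlo1 (50uM), H3(1-25) peptide (75uM) and acetyl-CoA (70uM); CoA-thiol fluorescence (Ex340/Em540) was read at 0 and 20 min.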
FEN1 inhibitor: human FEN1 inhibition; Recombinant FEN1 flap cleavage, fluorescence, 15 min; Potency, µM (titrated, usually from 114 µM), for inactives: at the top dose activity change, negative = inhibition, usual class: inhibitors; hit rate 0.35% among 390,000; further: nearly all actives have a fitted effect of over 65% in size
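Read-out was taken twice, immediately and after 15 min, following addition of 50 nM substrate to 10 nM FEN1 that had sat with test compound for 15 min at room temperature. Curves came from a four-parameter Hill model.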
* = called active by the depositor. The call rests on the fitted dose curve; in most records, active means well fitted curve in the direction sought with a large enough effect; inconclusive means small, poorly fitted or top-dose-only effect, or another doubt; inactive means no such curve, though single readings can be large; an effect the other way counts as inactive or inconclusive. On the % scale 0 is the no-effect control and ±100 the full control effect; potency means the concentration at half of the fitted maximal effect. Some of the compounds tested (hit frequency here may not be typical).

For CCOc1ccccc1NC(=O)c1oc2ccccc2c1NC(=O)C1CCCO1 (stereo unspecified) the results were TDP1 cell CPT 16µM*, KAT2A inh -17% and FEN1 inhibitor -3%.
For Cc1nn(C)c(C)c1S(=O)(=O)N1CCC(C(=O)NC2CCCc3ccccc32)CC1 (stereo unspecified) the results were TDP1 cell CPT -2%, KAT2A inh -1% and FEN1 inhibitor -8%.
`COc1ccc(C(=O)CSc2nc3cccnc3n2C)cc1` gave TDP1 cell CPT inconclusive, KAT2A inh -14% and FEN1 inhibitor 4%.
For Cc1ccccc1C(O)c1ccccn1 (stereo unspecified) the results were TDP1 cell CPT -7%, KAT2A inh -3% and FEN1 inhibitor -16%.
`CN(C)c1ccc(CNC(=O)c2cc(S(=O)(=O)N3CCOCC3)cn2C)cc1` gave TDP1 cell CPT 2%, KAT2A inh -9% and FEN1 inhibitor -19%.
Screening Cc1cccc(/C=N/NC(=O)c2cccc([N+](=O)[O-])c2)n1 returned TDP1 cell CPT 18µM*, KAT2A inh 1% and FEN1 inhibitor 11%.
Screening Cc1c(NC(=O)COC(=O)C2(c3ccccc3F)CCCC2)c(=O)n(-c2ccccc2)n1C returned TDP1 cell CPT 5%, KAT2A inh -1% and FEN1 inhibitor -16%.
Screening Cc1ccc(S(=O)(=O)c2nc(-c3ccco3)oc2N2CCC(C)CC2)cc1 returned TDP1 cell CPT inconclusive, KAT2A inh -20% and FEN1 inhibitor -14%.
COc1ccccc1N(CC(O)CN1C(=O)NC(C)(C)C1=O)S(=O)(=O)c1ccc(C)cc1 (stereo unspecified) was read as TDP1 cell CPT -11%, KAT2A inh -4% and FEN1 inhibitor 4%.
CCCc1cc(=O)[nH]c2nnc(SC(C)CC)n12 (stereo unspecified) was read as TDP1 cell CPT -11%, KAT2A inh 1% and FEN1 inhibitor 5%.
Screening CC(=O)C(C(C)=O)C(NC(=O)c1cccnc1)(C(F)(F)F)C(F)(F)F returned TDP1 cell CPT 7.3µM*, KAT2A inh -20% and FEN1 inhibitor 10%.
Screening COc1ccc(NC(=S)N(CCc2c(C)[nH]c3ccc(C)cc23)Cc2cccnc2)cc1 returned TDP1 cell CPT inconclusive, KAT2A inh -3% and FEN1 inhibitor -1%.
`CC1=CC(=O)C=C/C1=C(/c1ccc(O)cc1C)c1ccccc1S(=O)(=O)O` gave TDP1 cell CPT -3%, KAT2A inh -10% and FEN1 inhibitor 14%.
Screening CCOc1ccc(NC(=O)CN2C(=O)C3CC=CCC3C2=O)cc1 (stereo unspecified) returned TDP1 cell CPT 2%, KAT2A inh -10% and FEN1 inhibitor -2%.
For CCOc1ccc(C(O)Cn2c(=N)n(CCN3CCCCC3)c3ccccc32)cc1 (stereo unspecified) the results were TDP1 cell CPT 21µM*, KAT2A inh -7% and FEN1 inhibitor 3%.
For COc1cccc(OCc2nnc(SCC(=O)OC3CCCCC3)n2C)c1 the results were TDP1 cell CPT inconclusive, KAT2A inh 4% and FEN1 inhibitor 4%.
`COc1cccc2c1c(NC(=O)c1cc(C)on1)nn2C` gave TDP1 cell CPT -1%, KAT2A inh 2% and FEN1 inhibitor 5%.
Cc1nn(CC(=O)N2CCN(c3ccccc3)CC2)c(=O)c2ccccc12 was read as TDP1 cell CPT -2%, KAT2A inh inconclusive and FEN1 inhibitor 1%.
`CCOC(=O)c1ccc(/C=C2\c3ccccc3C(=O)N2c2ccccc2)cc1F` gave TDP1 cell CPT 18µM*, KAT2A inh -5% and FEN1 inhibitor -5%.
For CN1CCN(c2nc(-c3cccc(NS(C)(=O)=O)c3)nc3ccccc23)CC1 the results were TDP1 cell CPT -3% and KAT2A inh -3%.
`Cc1nn(Cc2ccccc2Cl)c(C)c1NC(=O)c1noc2c1CCCCC2` gave TDP1 cell CPT inconclusive, KAT2A inh -2% and FEN1 inhibitor -20%.
`Cc1ccc2ncccc2c1[N+](=O)[O-]` gave TDP1 cell CPT 17%, KAT2A inh -3% and FEN1 inhibitor -8%.
For O=C(CCn1ccc2ccccc21)Nc1ccc(N2CCOCC2)cc1 the results were TDP1 cell CPT -25%, KAT2A inh -4% and FEN1 inhibitor -9%.
Screening CCCC(=O)N1CCN(c2nc3ccc(Br)cc3s2)CC1 returned TDP1 cell CPT inconclusive, KAT2A inh -1% and FEN1 inhibitor 25µM*.
CC(=O)Nc1cc(-c2nc3ccccc3o2)ccc1Cl was read as TDP1 cell CPT 11%, KAT2A inh -1% and FEN1 inhibitor -19%.
Fc1ccc(-c2n[nH]c(=S)n2Cc2ccccc2)cc1 was read as TDP1 cell CPT 13%, KAT2A inh -16% and FEN1 inhibitor -3%.
`COc1cc(NS(=O)(=O)c2ccc(NC(=O)c3ccc(OC)c(Br)c3)cc2)nc(OC)n1` gave TDP1 cell CPT 5%, KAT2A inh -10% and FEN1 inhibitor -13%.
For COCCCN(Cc1cccs1)S(=O)(=O)c1c[nH]c(C(=O)OC)c1 the results were TDP1 cell CPT 1%, KAT2A inh -23% and FEN1 inhibitor -12%.
Cc1ccc(CN2CCCn3nc(C(=O)NCCc4ccccc4Cl)cc3C2=O)cc1 was read as TDP1 cell CPT 21µM*, KAT2A inh 8% and FEN1 inhibitor 24%.
`CC(NC(=O)CN1C(=O)NC(C)(C2CC2)C1=O)c1ccc(F)cc1` (stereo unspecified) gave TDP1 cell CPT 16%, KAT2A inh -6% and FEN1 inhibitor 0%.
`O=C(COc1ccc(Cl)cc1Cl)Nc1ccc(CN2CCCCC2)cc1` gave TDP1 cell CPT -2%, KAT2A inh -4% and FEN1 inhibitor 1%.
For Cc1noc(C)c1-c1ccc2ncnc(NCC3CCCCN3C)c2c1 (stereo unspecified) the results were KAT2A inh 0% and FEN1 inhibitor 8%.
For CN(C)C(=O)c1ccc(-c2cc(-n3ccnc3)ncn2)cc1 the results were TDP1 cell CPT -3% and KAT2A inh -23%.
For O=C1[C@H]2[C@@H](c3ccc(Cl)cc3)N3C(=O)N(c4cccc(Cl)c4)C(=O)[C@@]3(Cc3ccccc3)[C@H]2C(=O)N1C1CCCCC1 the results were TDP1 cell CPT 10µM*, KAT2A inh -9% and FEN1 inhibitor 4%.
`O=C1CC(c2ccccc2)n2nc(N3C(=O)CCC3=O)nc2N1` (stereo unspecified) gave TDP1 cell CPT -17%, KAT2A inh 0% and FEN1 inhibitor 1%.
For CCOc1ccc(-c2noc(CCC(=O)O)n2)cc1 the results were TDP1 cell CPT 14%, KAT2A inh 0% and FEN1 inhibitor -11%.
`Cn1cccc1Cc1nnc(SCC(=O)NCc2ccco2)n1-c1ccc(F)cc1` gave TDP1 cell CPT -11%, KAT2A inh -4% and FEN1 inhibitor -13%.
For COc1ccccc1OC(C)C(=O)Nc1ccc2c(c1)n(C)c(=O)n2C (stereo unspecified) the results were TDP1 cell CPT -19%, KAT2A inh -5% and FEN1 inhibitor -12%.
`O=C(CSc1ncnc2c1oc1ccccc12)N1CCCc2ccccc21` gave TDP1 cell CPT -17%, KAT2A inh -22% and FEN1 inhibitor -14%.
`COc1ccc(CN(CC(=O)NCC2CCCO2)C(=O)CNS(=O)(=O)c2ccc(C)cc2)cc1` (stereo unspecified) gave TDP1 cell CPT 0%, KAT2A inh 3% and FEN1 inhibitor -6%.
COc1ccc(C/C(C)=N/NC(=O)c2cc(C)oc2C)cc1 was read as TDP1 cell CPT 0%, KAT2A inh 0% and FEN1 inhibitor 2%.
`COC(=O)c1c(NC(=O)COC(=O)c2ccccn2)sc(C)c1C` gave TDP1 cell CPT -3%, KAT2A inh 1% and FEN1 inhibitor -11%.
`CC(C)[C@H]1CC[C@@H](C)C(C(=O)c2ccccc2)C1=O` (stereo partly specified) gave TDP1 cell CPT -8%, KAT2A inh -1% and FEN1 inhibitor 1%.
CC(C)CCn1nnnc1CN1CCN(c2ccccc2)CC1 was read as TDP1 cell CPT 12%, KAT2A inh -2% and FEN1 inhibitor 6%.
`N#Cc1nc(/C=C/c2ccc(F)cc2)oc1N1CCN(c2ccccc2)CC1` gave TDP1 cell CPT -21%, KAT2A inh -2% and FEN1 inhibitor -10%.
Screening CC1(C(=O)NC2CCCCCCC2)CCC(=O)N1Cc1cccnc1 (stereo unspecified) returned TDP1 cell CPT -7%, KAT2A inh -11% and FEN1 inhibitor 6%.
`C[C@@]12C(=O)Nc3ccccc3C(=O)N1[C@H]1c3cc(Cl)ccc3OC[C@@H]1[C@@H]2c1ccccc1` gave TDP1 cell CPT inconclusive, KAT2A inh -8% and FEN1 inhibitor -5%.
`Cc1c(Cl)cccc1NC(=O)CSc1nc2ncc(Cl)cc2[nH]1` gave TDP1 cell CPT inconclusive, KAT2A inh -8% and FEN1 inhibitor -5%.
Screening CCC(=O)N1c2ccc(S(=O)(=O)N3CCN(c4ccc([N+](=O)[O-])cc4)CC3)cc2CC1C (stereo unspecified) returned TDP1 cell CPT 9.2µM*, KAT2A inh -9% and FEN1 inhibitor -2%.
CCOC(=O)c1cnc2c(ccc3ccccc32)c1Cl was read as TDP1 cell CPT 3%, KAT2A inh -10% and FEN1 inhibitor 6%.
For COc1cccc(N2CCN(C(=O)c3nc(-c4ccc(Cl)cc4)n4c3CCCCC4)CC2)c1 the results were TDP1 cell CPT inconclusive, KAT2A inh -13% and FEN1 inhibitor 0%.
`Fc1ccc(/C=N/N2CCOCC2)c(F)c1` gave TDP1 cell CPT 2%, KAT2A inh -13% and FEN1 inhibitor 13%.
CCCCNC(=S)N/N=C/C1=CCC2CC1C2(C)C (stereo unspecified) was read as TDP1 cell CPT inconclusive, KAT2A inh -7% and FEN1 inhibitor -11%.
Screening CCCn1c2ccccc2c2nnc(SC(CC)C(=O)Nc3sc4c(c3C#N)CCCC4)nc21 (stereo unspecified) returned TDP1 cell CPT inconclusive, KAT2A inh -3% and FEN1 inhibitor -3%.
`COc1ccc(OC2CCN(S(=O)(=O)c3ccccc3)CC2)cc1` gave TDP1 cell CPT -5%, KAT2A inh -16% and FEN1 inhibitor -18%.
Screening O=C(CN1CCC(O)(c2cccc(C(F)(F)F)c2)CC1)NCCc1ccccc1 returned TDP1 cell CPT -8%, KAT2A inh 2% and FEN1 inhibitor -9%.
Screening Cc1nn(C(C)C(=O)Nc2sc3c(c2C#N)CCCC3)c(C)c1[N+](=O)[O-] (stereo unspecified) returned TDP1 cell CPT -30%, KAT2A inh 3% and FEN1 inhibitor 11%.
`CC(=O)c1c(C)[nH]c(C(=O)Nc2ccc(Cl)c(S(=O)(=O)N(C)C)c2)c1C` gave TDP1 cell CPT inconclusive, KAT2A inh -2% and FEN1 inhibitor -4%.
`O=C(NCC1CC1)Nc1ccc(Cl)cc1` gave TDP1 cell CPT -15%, KAT2A inh -2% and FEN1 inhibitor 18%.
For Cc1ccc(-c2nn(C)c(=O)c3ccccc23)cc1CO the results were TDP1 cell CPT -30%, KAT2A inh -8% and FEN1 inhibitor -5%.
Cc1ccc(NC(=O)Cn2nnc(C(=O)NCc3cccs3)c2N)cc1 was read as TDP1 cell CPT 6%, KAT2A inh -1% and FEN1 inhibitor -7%.
For COc1ccc(N2C(=S)NC3N2C(=S)NC3(C)c2ccccc2)cc1 (stereo unspecified) the results were TDP1 cell CPT 6%, KAT2A inh -3% and FEN1 inhibitor -5%.
For COC(=O)C(NC(=O)c1ccco1)(Nc1nc(C2CC2)cs1)C(F)(F)F (stereo unspecified) the results were TDP1 cell CPT -28%, KAT2A inh -7% and FEN1 inhibitor -7%.
COc1ccc(CCNC(=O)C2CCN(c3ncnc4c3nc3n4CCCCC3)CC2)c(OC)c1 was read as TDP1 cell CPT 11%, KAT2A inh -3% and FEN1 inhibitor 5%.

4 entries drawn at random from those above, as already listed:
For COC(=O)C(NC(=O)c1ccco1)(Nc1nc(C2CC2)cs1)C(F)(F)F (stereo unspecified) the results were TDP1 cell CPT -28%, KAT2A inh -7% and FEN1 inhibitor -7%.
COc1ccc(CCNC(=O)C2CCN(c3ncnc4c3nc3n4CCCCC3)CC2)c(OC)c1 was read as TDP1 cell CPT 11%, KAT2A inh -3% and FEN1 inhibitor 5%.
Cc1ccc(NC(=O)Cn2nnc(C(=O)NCc3cccs3)c2N)cc1 was read as TDP1 cell CPT 6%, KAT2A inh -1% and FEN1 inhibitor -7%.
For COc1ccc(N2C(=S)NC3N2C(=S)NC3(C)c2ccccc2)cc1 (stereo unspecified) the results were TDP1 cell CPT 6%, KAT2A inh -3% and FEN1 inhibitor -5%.

Entries above containing a cyano group:
`N#Cc1nc(/C=C/c2ccc(F)cc2)oc1N1CCN(c2ccccc2)CC1` gave TDP1 cell CPT -21%, KAT2A inh -2% and FEN1 inhibitor -10%.
Screening CCCn1c2ccccc2c2nnc(SC(CC)C(=O)Nc3sc4c(c3C#N)CCCC4)nc21 (stereo unspecified) returned TDP1 cell CPT inconclusive, KAT2A inh -3% and FEN1 inhibitor -3%.
Screening Cc1nn(C(C)C(=O)Nc2sc3c(c2C#N)CCCC3)c(C)c1[N+](=O)[O-] (stereo unspecified) returned TDP1 cell CPT -30%, KAT2A inh 3% and FEN1 inhibitor 11%.
